MITF act = increases MITF-driven TRPM1 promoter luciferase signal. SK-MEL-5 TRPM1-promoter luciferase, 24 h; % of positive control, neutral wells = 0. hit rate 0.75% among 300,000. activation, % at 12.5 µM. AID 588334;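 active means mean activation of at least 80% with every replicate also reaching 80%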;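 further: 0% = neutral control wells and 100% = parthenolide positive control wells; values of inactives mirror those of a sister screen read the other way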
PKA-R1A act = activates the PKA-R1A holoenzyme complex. P00514+P68181. PKA-R1A dissociation, Cy5-IP20 fluorescence polarization; scaled: DMSO 0%, 113 µM cGMP 100%. activation, % at 11.4 µM. hit rate 0.083% among 340,000;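 active means percent activation above the mean of all tested compounds plus 3 SD, cut at about 19% in these data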;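 further: higher means more PKAc released from R1A so a rise in polarization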
DSG3 Ab inh = inhibitors of pemphigus antibody binding to human desmoglein-3. P32926. DSG3-coupled beads, scFv-anti-DSG3-GFP binding, flow cytometry; stronger effect = lower value. binding (percent of control), % at 10 µM. hit rate 0.48% among 310,000. AID 588358;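 active means binding more than 3 SD below its plate's average and above zero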; further: some compounds called inactive have numbers as strong as hits
SR-BI HDL uptake = mouse SR-BI HDL lipid transfer inhibition; Q61009; ldlA[mSR-BI] CHO cells, DiI-HDL uptake fluorescence, 3 h; inhibition, % at 12.5 µM; hit rate 0.96% among 320,000;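 active means mean replicate inhibition of at least 70% and a set share of replicates each scoring 70 or more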;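 further: 0% = median of neutral control wells and 100% = median of positive control wells; values of inactives mirror those of a sister screen read the other way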
dFosB activator = activators of mouse delta FosB homodimer. P13346. purified delta FosB, TAMRA-CDK5 oligo fluorescence polarization; percent of positive-control signal above neutral wells. activation, % at 25 µM. hit rate 0.99% among 340,000. AID 493131;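 active means mean activation above about 17%, with every replicate also reaching it, limit read from the data, passing the limit was not always enough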;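 further: fluorescence polarization rise as delta FosB binds a TAMRA Cdk5 AP-1 oligo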
Target sequence (P13346 whole entry, looked up): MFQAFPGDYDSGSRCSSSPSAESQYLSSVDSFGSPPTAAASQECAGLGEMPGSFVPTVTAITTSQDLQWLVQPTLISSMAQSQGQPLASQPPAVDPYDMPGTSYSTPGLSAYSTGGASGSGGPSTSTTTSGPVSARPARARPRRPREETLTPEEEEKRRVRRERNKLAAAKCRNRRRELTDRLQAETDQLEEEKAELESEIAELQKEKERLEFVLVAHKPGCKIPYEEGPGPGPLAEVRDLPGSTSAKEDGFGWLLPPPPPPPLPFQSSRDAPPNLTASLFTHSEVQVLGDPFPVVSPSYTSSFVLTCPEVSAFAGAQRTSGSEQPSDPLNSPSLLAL
Arrestin-AP2 inh = human beta-arrestin and AP2 interaction inhibition | FITC-arrestin peptide / GST-AP2 beads, flow cytometry; AP2 beta2 appendage carries R879A mutation | inhibition, % at 10 µM | hit rate 0.31% among 340,000;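 active means inhibition above a set limit, near 3 SD of compounds lacking own fluorescence, cut at about 54% in these data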;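 further: plate controls were DMSO wells for no effect and 5 µM unlabelled arrestin peptide for full effect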
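test system = AP2 appendage R879A on GSH beads | buffer or medium = PBS plus Tween 20 (0.05%) and BSA (0.1%) | incubation = 12 min plus 1 h, RT | detection = bead flow cytometry, FITC channel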
CDK5 p35 inh = CDK5/p35 (human) kinase inhibition; Q00535+Q15078; inhibition, % at 10 µM; AID 488839; Recombinant CDK5/p35, ADP-Glo luminescence, 60 min; hit rate 0.01% among 330,000;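 active means highest replicate inhibition of at least 50% and at least 75% of replicates reaching 50%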;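 further: plate controls were DMSO neutral control for no effect and GW8510 at 10 µM for full effect; many of its hits are not listed in these tables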
Target sequence (Q00535 whole entry, looked up): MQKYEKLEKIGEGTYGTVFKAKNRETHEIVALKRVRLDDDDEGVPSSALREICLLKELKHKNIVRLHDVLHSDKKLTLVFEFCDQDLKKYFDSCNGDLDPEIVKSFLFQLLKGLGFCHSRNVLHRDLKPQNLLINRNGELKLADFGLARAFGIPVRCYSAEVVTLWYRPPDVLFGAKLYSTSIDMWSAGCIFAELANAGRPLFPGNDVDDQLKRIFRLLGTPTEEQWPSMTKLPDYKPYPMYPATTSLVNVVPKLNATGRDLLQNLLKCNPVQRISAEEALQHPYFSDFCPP
Target sequence (Q15078 whole entry, looked up): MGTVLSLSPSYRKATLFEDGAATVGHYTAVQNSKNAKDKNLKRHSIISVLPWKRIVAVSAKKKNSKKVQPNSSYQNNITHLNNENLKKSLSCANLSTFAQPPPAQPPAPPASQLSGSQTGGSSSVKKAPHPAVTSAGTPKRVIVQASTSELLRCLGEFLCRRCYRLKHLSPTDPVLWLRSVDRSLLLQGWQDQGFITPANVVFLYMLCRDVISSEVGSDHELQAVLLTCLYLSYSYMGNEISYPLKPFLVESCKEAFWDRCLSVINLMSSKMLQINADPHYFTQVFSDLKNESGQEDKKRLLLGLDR
PKA-R2B activ = activators of human PKA-R2B complex; P22694+P31323; PKA-R2B holoenzyme dissociation, Cy5-IP20 fluorescence polarization; R2B truncated from residue 108, S112A mutant; 0% DMSO only, 100% 113 µM cGMP; activation, % at 11.4 µM; hit rate 0.079% among 340,000; AID 504700;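 active means activation above a cutoff set at the mean over all compounds plus 3 SD, cut at about 18% in these data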;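 further: higher means more holoenzyme dissociation and a rise in polarization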
SR-BI DiI-HDL act = enhances SR-BI lipid uptake from DiI-HDL | hit rate 0.096% among 320,000 | CHO ldlA[mSR-BI] cells, DiI-HDL uptake fluorescence, 3 h; 100 = double the neutral-control signal | AID 504775 | activation, % at 12.5 µM;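 active means mean replicate activation of at least 60% and every replicate at or above 60%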;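 further: 0% = median plate neutral-control signal and 100% = twice that signal; values of inactives mirror those of a sister screen read the other way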
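Test system: SR-BI-overexpressing, LDLR-lacking CHO cells. Measured by: DiI fluorescence, bottom read. Medium: Ham's F12 with 0.5% BSA, HEPES 25 mM, pH 7.4. Timing: 3 h uptake period with compound, 37 °C.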
SUMO Mot1 rescue = SUMOylation pathway inhibition by Mot1-301 growth rescue. S. cerevisiae Mot1-301 growth rescue, ATP luminescence, 38.5C; percent above DMSO median, 100 means doubled. growth rescue, % at 18.8 µM. hit rate 1% among 320,000. AID 2716;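 active means every valid replicate shows activation above 250% relative to neutral control wells; inactive means the rest, any valid replicate at or below 250%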;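 further: OY570 slx delta 5 strain wells were the positive control but not used for scaling; some compounds called inactive have numbers as strong as hits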
NSD2 HMT inh = NSD2 (human) methyltransferase inhibition | O96028 | NSD2 peptide methylation, AlphaScreen, 120 min | hit rate 0.54% among 310,000 | AID 743445 | inhibition, % at 12.5 µM; in the data active means inhibition above about 50%
* marks the source's active call; other numbers are inactive results; · = no result given. Compounds were not picked by outcome (roughly 4.7% active in at least one column).

Molecule	SR-BI HDL uptake	PKA-R1A act	Arrestin-AP2 inh	dFosB activator	DSG3 Ab inh	SR-BI DiI-HDL act	PKA-R2B activ	NSD2 HMT inh	SUMO Mot1 rescue	CDK5 p35 inh	MITF act
CN1CCN(C(=O)/C(=C\c2cccs2)NC(=O)c2ccccc2)CC1	·	10	0	-3	·	·	5	0	-7	0.1	-2
N#C/C(=C\c1ccccc1Cl)C(=O)Nc1ccccn1	0	-7	30	0	101	0	-5	0	-7	-0.6	-10
CCn1ccnc1CN(C)Cc1nc(-c2cccc(Cl)c2)no1	-3	3	9	-4	106	3	-5	-1	3	1.6	7
COc1ccc(N2CCN(C(=O)C3CCCN(c4ncnc5c4nc4n5CCCCC4)C3)CC2)cc1 (stereo not drawn)	6	-10	5	-20	·	-6	-10	12	7	-1.0	-7
CCOC(=O)Nc1ccc(=O)n(Cc2c(Cl)cccc2Cl)c1	1	3	4	-8	109	-1	-2	85*	-4	2.2	·
N/C(Cc1ccc([N+](=O)[O-])cc1)=N\OC(=O)c1ccc2ccccc2c1	-4	-3	0	-5	108	4	-1	1	5	1.0	-13
COc1ccc(-c2noc(CCC(=O)N3CCN(c4ccccc4OC)CC3)n2)cc1	21	5	5	-13	102	-21	-1	·	·	-1.3	-3
COCCOC(=O)c1c(C)n(C)c2ccc(OC(=O)c3ccccc3OC)cc12	4	-4	6	-4	98	-4	3	-1	340	-1.0	20
COc1cccc(NC(=O)N(C2CCCCC2)C(C)c2cccs2)c1 (stereo not drawn)	-23	5	-5	-15	100	23	3	-1	-14	-0.6	3
CCCc1nc(Nc2nc3ccccc3o2)nc(C)c1C(=O)OCC	12	-10	3	-5	94	-12	4	-2	-30	-1.8	116*
COc1cc(NS(=O)(=O)c2ccc(NC(=S)NC(=O)c3ccco3)cc2)ncn1	2	·	-20	-4	103	-2	·	1	1	-1.0	6
COc1cccc(C(C(=O)NCC2CCCO2)N(C(=O)Cn2nnc3ccccc32)c2ccc(NC(C)=O)cc2)c1 (stereo not drawn)	·	1	-5	-6	110	·	-9	-7	-15	-1.6	2
COc1ccccc1NC(=O)CC1Nc2ccccc2NC1=O (stereo not drawn)	10	2	3	-1	·	-10	6	19	-6	-1.1	·
CC1Oc2ccccc2N(CC(=O)Nc2ccc3c(c2)OCO3)C1=O (stereo not drawn)	-16	-10	1	5	97	16	-14	1	132	0.6	18
COc1ccc(CCNC(=O)COC(=O)Cc2cccc3ccccc23)cc1	1	-3	-7	-5	83	-1	-2	-3	0	-0.4	-2
O=C(COc1ccccc1)N1CCCCCCC1	-24	-1	-15	-5	95	24	2	0	13	0.6	-10
CCOC(=O)CSCc1c(C#N)c2ccccc2n1C	-3	-7	-1	-1	92	3	-1	-1	18	0.5	22
Cc1cc(-c2ccc(C)c(S(=O)(=O)N3CCN(c4ccc([N+](=O)[O-])cc4)CC3)c2)on1	18	-1	-9	1	·	-18	-4	3	8	-0.1	-19
O=S1(=O)CCN(OCc2ccc(Cl)cc2)CC1	-21	3	-14	-4	96	21	-4	0	237	-1.1	-2
CC(NC(=O)C(=O)N/N=C\c1cccc([N+](=O)[O-])c1)c1ccccc1 (stereo not drawn)	14	-3	4	5	100	-14	-2	1	·	0.9	-1
COc1ccc(S(=O)(=O)N2CCCC2CNC(=O)c2cccc(OC)c2)cc1 (stereo not drawn)	0	-3	7	-7	100	0	-7	-2	275	-2.2	6
Cc1cccc(N2CN=c3s/c(=C\c4ccncc4)c(=O)n3C2)c1	-21	3	4	-5	109	·	7	1	·	1.1	-6
CCN(CC)C(=O)n1nc(C)c(CN2C(=O)c3ccccc3C2=O)c1C	-8	8	7	-11	95	8	3	-3	5	1.0	·
O=S(=O)(NCc1ccc(F)cc1)c1ccc(-n2cnnn2)cc1	-19	-7	7	-4	·	19	-2	2	·	-0.6	-6
Cc1ccc(-n2c(-c3ccncc3)n[nH]c2=S)cc1	-17	-3	-13	0	97	17	0	-1	12	0.5	6
CN(C)CCn1c2c(c(SCC(=O)NCc3ccccc3)nc1=O)CCCC2	-55	5	8	-5	·	55	-3	0	21	-0.5	-1
Cc1cccc(C(C)(C)C)c1OCCn1ccnc1	-1	0	18	4	103	1	-5	3	100	1.3	-12
C=CCn1c(=NC(=O)c2ccco2)sc2cc(C(=O)OCC)ccc21	66	10	-9	-11	106	-66	-3	1	-11	0.3	15
COc1ccc(-c2nn[nH]n2)cc1OC	-4	-4	-19	1	111	4	3	0	429	-1.7	2
COCCN(C(=O)CSCc1ccccc1)c1c(N)n(Cc2ccccc2)c(=O)[nH]c1=O	-21	-9	-14	-2	102	21	-1	-1	1	-0.1	4
Cc1cc(NC(=O)CCC(=O)N(CC(=O)NC2CCCC2)c2cccc(F)c2)no1	·	-4	0	-2	123	·	4	3	-2	1.3	12
O=C1C2C(c3ccccc3)C=CC(c3ccccc3)C2C(=O)N1c1cccnc1 (stereo not drawn)	-9	-10	-13	-6	127	9	-1	-1	3	-0.5	13
CCn1c(COc2cccc(OC)c2)nnc1SCC(=O)Nc1cc(OC)ccc1OC	44	-5	-3	-1	118	-44	-3	2	-16	0.6	-4
Cc1ncc([N+](=O)[O-])n1Cc1ccc(Br)cc1	2	-12	4	-8	101	-2	-1	-3	26	0.9	-12
CCN(CC)S(=O)(=O)c1ccc2c(c1)nc(SCC(=O)NC1CC1)n2-c1ccccc1OC	-18	7	10	-4	112	18	-2	4	-17	-2.4	8
CCn1c(=O)c(CCC(=O)NCC2CCCO2)c(C)c2c(C)nn(-c3ccc(C)cc3)c21 (stereo not drawn)	44	-14	3	-9	100	-44	-6	-1	27	-1.1	-15
CCOc1ccc(-c2nnc(NC3=NCCCCC3)o2)cc1	-26	-7	-9	-6	103	26	-3	-1	-4	0.6	54
O=C(NCC1CCCO1)c1ccc(NC(=O)c2cccc([N+](=O)[O-])c2)cc1 (stereo not drawn)	·	-3	8	-2	90	·	-6	-1	-5	0.5	8
CCOc1ccc(NC(=O)C(CC(=O)O)Cc2ccc(C)cc2)cc1 (stereo not drawn)	-8	-8	13	5	103	8	-3	0	8	-1.8	·
Cc1cc(NC(=O)COC(=O)C2CC(=O)N(c3cccc(C)c3C)C2)no1 (stereo not drawn)	-5	-1	12	3	·	5	2	-1	-25	0.1	7
Cc1ccnc(NC(=O)C(C)N2C(=O)c3ccccc3C2=O)c1 (stereo not drawn)	-23	-6	-15	3	129	23	-1	-2	8	-1.5	-5
COCCn1c(=N)c(S(=O)(=O)c2ccc(F)cc2)cc2c(=O)n3cccc(C)c3nc21	-17	-11	-17	-10	·	17	1	3	-7	0.8	18
COc1ccccc1NC(=O)N1CCCC1C(=O)NCCc1ccccc1 (stereo not drawn)	-21	1	-16	-1	111	21	-9	-2	-1	0.2	·
COC(=O)CC1(c2ccc(OC)cc2)C(=O)c2ccccc2C1=O	-23	-7	5	-3	110	23	12	-1	-15	0.0	-4
Cc1ccc(C2C(C(=O)c3sc(C)nc3C)=C(O)C(=O)N2CCN2CCOCC2)o1 (stereo not drawn)	-20	10	29	4	106	20	0	-1	92	-0.3	10
O=S(=O)(Nc1ccc(Cl)cc1)c1cccc2nsnc12	-17	-10	-1	2	100	17	-8	0	-21	2.3	-3
CCOC(=O)C(=O)NNc1ccccc1OC	-13	3	11	2	114	13	2	-1	12	1.3	-1
CCc1ccc(OCCOCC(O)CNC(C)(C)C)cc1 (stereo not drawn)	-6	4	2	4	106	6	-4	-1	7	2.5	-7
Cc1nc2ccccc2c(=O)n1NC(=O)c1ccccc1Br	-2	-1	25	-6	100	2	-1	-3	-19	0.4	12
Cc1ccc(CSCCNC(=O)CN(c2cccc([N+](=O)[O-])c2)S(C)(=O)=O)cc1	-3	-13	-7	-7	96	3	-8	2	-2	0.2	8
CC1CCCCN1C(=O)c1ccccc1NC(=O)c1ccco1 (stereo not drawn)	-2	3	0	-2	103	2	-10	-3	-9	0.2	-2
Cc1ccc(NC(=S)NCc2ccc(Cl)cc2)c(OC(F)F)c1	20	-8	26	-3	107	-20	-9	·	13	-2.0	-6

Taken from above.
COCCn1c(=N)c(S(=O)(=O)c2ccc(F)cc2)cc2c(=O)n3cccc(C)c3nc21 in PKA-R1A act is entered as -11
Cc1ccc(CSCCNC(=O)CN(c2cccc([N+](=O)[O-])c2)S(C)(=O)=O)cc1 in MITF act is entered as 8
